KB-3-1 tox – kills parental KB-3-1 adenocarcinoma cells | 400,000 tested, 1.4% active | Potency, µM (top dose mostly 46.1 µM), for the others: at the top dose activity change, negative = cytotoxic, actives largely listed as cytotoxic | AID 1347075 | KB-3-1 viability, CellTiter-Glo ATP luminescence, 72 h; note: potency is the fitted concentration of half-maximal effect; % is set by controls: 0 for no effect and ±100 for the full control effect; nearly all actives have a fitted effect of over 60% in size
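Parental KB-3-1 viability, qHTS format: 72 h compound exposure, 37 °C; CellTiter-Glo; media-only wells and DMSO plates as controls; concentration-effect fits on corrected data.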
ATXN2 expr inh – reduces ATXN2 reporter expression in HEK-293 cells; HEK-293 ATXN2-luciferase reporter, luminescence, 24 h; Potency, µM (doses to about 57 µM), without a hit: at the highest dose activity change, negative = inhibition, actives largely listed as inhibitors; 360,000 tested, 0.72% active; AID 1745845; note: potency is the fitted concentration of half-maximal effect; % is set by controls: 0 for no effect and ±100 for the full control effect; nearly all actives have a fitted effect of over 55% in size
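ATXN2-luciferase reporter cells (luciferase flanked by upstream and downstream ATXN2 gene portions) were treated 24 h at 37 °C with compounds at up to 57 uM. SteadyGlo luminescence gave expression; GF-AFC fluorescence gave viability.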
IL-1B inflam inh – blocks inflammasome-driven IL-1 beta release. 360,000 tested, 4.7% active. activity change, % at 57.5 µM. AID 743279. THP-1 LPS/ATP IL-1B secretion, AlphaLISA, 16 h; active compounds read low; in the data active = activity change below about -50%; inconclusive = mostly about -30% to -49%; note: % is set by controls: 0 for no effect and ±100 for the full control effect
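THP-1 cells pretreated 1 hr with compounds (up to 57.5 uM final), then stimulated with LPS (250 ng/mL final) plus ATP (1.25 mM final); secreted IL-1B measured by AlphaLISA after 16 hr, decreased signal indicating inhibition.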
HT1080 IDH1KD tx – kills HT-1080 cells with IDH1 knockdown | HT-1080 IDH1 knockdown viability, ATP luminescence, 48 h | Potency, µM (titrated, usually from 46.1 µM), without a hit: at the top dose activity, negative = toxicity, usual class: cytotoxic | 360,000 tested, 2% active | AID 686971;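 note: potency is the fitted concentration of half-maximal effect; 0% = DMSO wells and -100% = cell-free medium wells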
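In this qHTS, HT-1080 cells depleted of IDH1 are exposed for 48 h at 37 °C to compound titrations. Toxicity is scored from CellTiter-Glo luminescence, with DMSO as full viability and medium alone as none.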
MCF10A rereplic – induces DNA re-replication in MCF 10a normal breast cells | MCF 10A DNA re-replication, Hoechst nuclear intensity, 48 h | Potency, µM (top dose mostly 46.1 µM), for inactives: at the highest dose activity, positive = re-replication, actives largely listed as activators | 350,000 tested, 2.9% active; note: potency is the fitted concentration of half-maximal effect; % of control where 0% means no effect; nearly all actives have a fitted effect of over 50% in size
S2 tox – cell viability loss in ATXN counter-screen; 400,000 tested, 0.49% active; AID 651635; Potency, µM (top dose mostly 56.7 µM), hits mostly cytotoxic; S2 cells (HEK-293 line with an ATXN2-luciferase reporter) viability, CellTiter-Fluor protease fluorescence, 24 h; note: potency is the fitted concentration of half-maximal effect; nearly all actives have a fitted effect of over 40% in size
HT1080NT lethal – kills 2HG-producing HT-1080-NT fibrosarcoma cells; HT-1080-NT fibrosarcoma viability, CellTiter-Glo ATP luminescence, 48 h; Potency, µM (series often up to 46.1 µM), without a hit: top-dose activity, negative = less viability, usual class: cytotoxic; 360,000 tested, 1.6% active;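 note: NT is the 2HG producing partner of a matched IDH1 knockdown line; potency is the fitted concentration of half-maximal effect; 0% = DMSO-treated cells and -100% = media-only wells without cells; nearly all actives have a fitted effect of over 55% in size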
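750 cells/well, RPMI + 5% FBS; 2 h settle, compound pin-transfer, 48 h at 37 degrees C. CellTiter-Glo 10 min RT, luminescence. Normalized to DMSO and media-only wells.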
SW480 rereplic – inducers of DNA re-replication in SW480 colon cancer cells | SW480 DNA re-replication, Hoechst DNA content imaging, 48 h | Potency, µM (titrated, usually from 46.1 µM), without a hit: at the highest dose re-replication activation, actives largely listed as activators | 340,000 tested, 1.8% active | AID 624297; note: potency is the fitted concentration of half-maximal effect; % of control where 0% means no effect; nearly all actives have a fitted effect of over 55% in size
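Quantitative HTS format with DMSO vehicle controls; 48 hr drug incubation at 37 C, then 40 min Hoechst staining and scanning imager measurement at 405 nm excitation.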
HepG2 viability – counter-screen for TGF-b inhibitors: cytotoxicity in HepG2 cells. HepG2 CAGA-GFP viability, ATP luminescence, 18 h. Potency, µM (highest dose often 46.1 µM), for inactives: top-dose activity change, negative = cytotoxicity, hits mostly cytotoxic. 410,000 tested, 0.76% active; note: potency is the fitted concentration of half-maximal effect; some results filed as inactive show a strong effect at the top dose
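CellTiter-Glo luminescence gave cytotoxicity after 18 hours at 37 degrees C. The cells were HepG2 CAGA-GFP in 1% FBS DMEM, stimulated with 500 pg/mL TGF-beta after compound addition. %Activity was normalised to no-cell wells (complete cell-killing) and DMSO (no toxicity), and curves were fitted and classified.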
Starred values were filed as active, the others as inactive; i = inactive; ? = inconclusive; / = no result given; [ ] = dose if it differs, or a comment. Unless noted, calls come from the whole dose curve; as a rule, active = well fitted curve in the direction sought with a large enough effect; inconclusive = small, poorly fitted or top-dose-only effect, or another doubt; inactive = no such curve, though single readings can be large; an effect the other way counts as inactive or inconclusive. Rows are unselected; overall some 8.9% were active at least once.

SMILES	KB-3-1 tox	ATXN2 expr inh	IL-1B inflam inh	HT1080 IDH1KD tx	MCF10A rereplic	S2 tox	HT1080NT lethal	SW480 rereplic	HepG2 viability
Nc1nc(-c2ccccc2)cc(-c2ccccc2O)n1	-1%	8%	-61*	?	-4%	i	-26%	1%	-47%
O=Cc1ccc(O)c2ncccc12	6.5µM*	3.5µM*	-98*	3.7µM*	1.6µM*	/	2.3µM*	7.3µM*	4.5µM*
CN(C)S(=O)(=O)N1CCC(Oc2ccc(C(=O)N3C[C@@H]4CCC[C@H]3C4)cc2)CC1	-30%	11%	13	-1%	5%	i	1%	4%	-48%
C[C@@H](CN(C)C)CN1c2ccccc2Sc2ccccc21	/	?	/	/	-3%[20.6 µM]	i	/	-10%[20.6 µM]	/
COc1ccc2[nH]c3c(c2c1)CCN1C(=O)N([C@@H](C)C(=O)NCc2ccc(C)cc2)C(=O)[C@]31C	0%	-8%	3	2%	-6%	i	-3%	12%	-29%
CC(C)Oc1cccc(C(=O)Nc2ccc(CN3CCOCC3)cc2)c1	-16%	3%	6	?	-10%	i	?	2%	-23%
CCOc1ccc(S(=O)(=O)Nc2cc(F)ccc2F)c2cccnc12	-5%	-5%	16	-4%	4%	i	-5%	-9%	-21%
Cc1ccc2c(c1)C1CN(C)CCC1N2S(=O)(=O)c1ccc(C#N)cc1 (configuration not stated)	-3%	/	-29	-13%	6%	?	-11%	-8%	-30%
CCC(C(=O)N(C(C)C)C(C)C)c1ccccc1 (configuration not stated)	5%	3%	5	11%	-4%	i	7%	-3%	22%
COc1cc(C(=O)N2c3ccccc3CCC2C)cc(OC)c1OC (configuration not stated)	1%	-17%	7	?	?	?	5%	1%	-4%
CC(=O)c1cccc(NC(=O)C(C)OC(=O)/C=C/c2cccs2)c1 (configuration not stated)	?	5%	15	-13%	-4%	i	-7%	?	-1%
O=C(N/N=C/C=C\c1ccccc1[N+](=O)[O-])c1ccncc1	3%	-25%	-7	18%	-3%	i	8%	3%	6%
Cc1ccc(NC(=O)CSc2ncccc2C(=O)Oc2cccc([N+](=O)[O-])c2)cc1Cl	8%	-25%	11	-1%	?	?	4%	-5%	16%
CC1(C(=O)Nc2ccc3c(c2)OCCO3)CCN1C(=O)Cc1ccc(-c2ccccc2)cc1 (configuration not stated)	?	0%	10	?	/	i	?	/	-34%
Cc1ccc(-n2[nH]c(C)c(C=Nc3cc(C)ccn3)c2=O)cc1	?	-7%	0	23µM*	-2%	i	10µM*	-1%	-77%
Cc1cccc(OCC(=O)N2CCN(C(=O)c3ccc([N+](=O)[O-])cc3)CC2)c1	-7%	-16%	0	14%	-32%[inhibitor]	i	19%	-32%[inhibitor]	-1%
CS(=O)(=O)N1CCN(C2C3CC4CC(C3)CC2C4)CC1 (configuration not stated)	-1%	-32%	20	-5%	?	i	11%	?	-40%
CCOC(=O)C1CCN(CC(O)COc2ccc(C(=O)CC)cc2)CC1 (configuration not stated)	-10%	1%	19	0%	-2%	i	-1%	-4%	-27%
CN(C)S(=O)(=O)c1cccc(NC(=O)COc2cccc(C#N)c2)c1	0%	5%	-8	0%	-3%	i	0%	-2%	-2%
Cc1ccc(S(=O)(=O)N2CCCC2)s1	-5%	3%	-10	2%	0%	i	0%	-8%	1%
Cc1ccc(Cl)cc1N1CCN(CCCNc2ncnc3onc(-c4ccc(F)cc4)c23)CC1	-8%	3%	/	/	/	i	/	/	7%
Cc1cccc(C)c1NC(=S)N/N=C/c1c(Cl)cccc1Cl	1%	/	4	12%	15%	i	8%	-3%	-25%
O=C(Nc1cc(S(=O)(=O)N2CCCCC2)ccc1O)c1ccccc1NS(=O)(=O)c1ccc(F)c(F)c1	?	1%	0	-1%	3%	i	-7%	?	-17%
Clc1ccccc1Nc1nc(NCc2ccccc2)nc2ccsc12	0%	-7%	-28	7%	/	i	-4%	/	-1%
COCCNc1ncnc2c1ncn2[C@H]1CN(Cc2ccc(Cl)cc2)C[C@@H](CO)O1	0%	15%	11	13%	/	i	?	/	-5%
N#CC(c1ccccc1)C1CCN(Cc2ccccc2)CC1 (configuration not stated)	-6%	3%	-16	9%	13%	i	1%	-1%	-30%
Cc1[nH]n(C(N)=S)c(=O)c1N=Nc1ccc2ccccc2c1	-6%	23%[11.3 µM]	22	-7%	-3%	i	-2%	-11%	-21%
CCCc1cc(=O)n2[nH]c(NCc3ccc(Cl)cc3Cl)nc2n1	-3%	-6%	28	5%	1%	i	3%	0%	-12%
CCOc1ccc(NC(=O)CSc2nc3c([nH]c4ccccc43)c(=O)n2-c2cc(C)cc(C)c2)cc1	1%	-18%	/	/	/	i	/	/	-33%
O=C(CNC(=O)c1ccccc1)N=Nc1c(O)[nH]c2ccc(Br)cc12	-7%	-12%	48	-5%	2%	i	3%	?	-31%
CCOc1ccccc1NC(=O)CSc1nnc(CNC(=O)c2c(F)cccc2Cl)o1	3%	6%	17	3%	0%	i	11%	-5%	1%
COC(=O)CC1Oc2ccc(C)cc2-n2cc(-c3ccc(C)cc3)nc21 (configuration not stated)	18%	-2%	/	/	/	i	/	/	-23%
COC(=O)c1ccc(C2Nc3ccccc3NC3=C2C(=O)CC(C)(C)C3)cc1 (configuration not stated)	-2%	/	-12	-7%	-6%	?	-4%	-1%	20%
CC(=O)N(Cc1ccccc1C)c1cccc(C)c1C	-1%	-4%[11.3 µM]	27	14%	?	i	-2%	-6%	2%
Cc1cccc(NC(=S)NCCN(C2CCCCC2)C2CCCC2)c1	-5%	/	-63*	-13%	14%	?	-7%	5%	-55%
O=C(N/C(=C\c1cccnc1)C(=O)N1CCOCC1)c1cccc(Br)c1	0%	0%	0	-1%	-2%	i	2%	-3%	2%
Cc1cc(C(=O)Nc2cccnc2)on1	9%	0%	22	8%	2%	i	2%	-6%	-2%
CN(Cc1ccccc1Cl)C(=O)c1cnccc1C(F)(F)F	-3%	-11%	-13	-1%	0%	i	2%	0%	9%
COc1cccc(/C=N/N2CCN(C)CC2)c1	-2%	23%	-11	-1%	2%	i	-2%	-12%	-25%
Cc1ccccc1NC(=S)NCc1ccc2[nH]c3c(c2c1)CCCC3	-11%	?	-12	-5%	6.5µM*	?	-16%	?	-56%
COc1ccc(/C=N/NC(=O)c2ccccc2OCc2ccccc2)c(OC)c1	1%	-8%	-10	-3%	?	?	0%	-25%	-26%
COc1ccc(NC(=S)N2CCC(C(=O)c3ccc(OC)cc3)CC2)cc1	-4%	1%	7	-24%	2%	i	-15%	?	-17%
CC(C)C(c1nnnn1CCc1ccccc1)N1CCOCC1 (configuration not stated)	?	7%	7	17%	13%	i	14%	-16%	8%
Cc1cc(C)c2c(CC(=O)O)c(C)[nH]c2c1	-3%	-16%[11.3 µM]	15	-12%	0%	/	-5%	-11%	-11%
O=C(CNC(=O)c1ccccc1F)NCCOc1ccccc1Cl	3%	8%	9	0%	3%	i	0%	1%	0%
O=C(Nc1ccncc1)c1c(F)c(F)c(F)c(F)c1F	-29%	-9%	-96*	-23%	?	?	-9%	9%	-8%
COc1ccc(C(=O)c2ccc(N3CCOCC3)cc2)c(OC)c1	-10%	3%	-18	-11%	3%	i	-11%	13%	-3%
c1cc(C2CCN(Cc3nc(-c4ccc5c(c4)OCO5)no3)CC2)ccn1	?	/	-26	?	9%	i	?	?	-27%

Single records, as listed above:
COc1ccc(C(=O)c2ccc(N3CCOCC3)cc2)c(OC)c1 as listed: KB-3-1 tox: -10%; ATXN2 expr inh: 3%; IL-1B inflam inh: -18; HT1080 IDH1KD tx: -11%; MCF10A rereplic: 3%; S2 tox: i; HT1080NT lethal: -11%; SW480 rereplic: 13%; HepG2 viability: -3%
COc1ccc(/C=N/NC(=O)c2ccccc2OCc2ccccc2)c(OC)c1 as listed: KB-3-1 tox: 1%; ATXN2 expr inh: -8%; IL-1B inflam inh: -10; HT1080 IDH1KD tx: -3%; MCF10A rereplic: ?; S2 tox: ?; HT1080NT lethal: 0%; SW480 rereplic: -25%; HepG2 viability: -26%

Carrying on.
SMILES	KB-3-1 tox	ATXN2 expr inh	IL-1B inflam inh	HT1080 IDH1KD tx	MCF10A rereplic	S2 tox	HT1080NT lethal	SW480 rereplic	HepG2 viability
COc1ccc(C(=O)OC2CCN(c3ncc(C(F)(F)F)cc3Cl)CC2)cc1	15%	-8%	11	13%	199%[0.0737 µM]	i	11%	-20%	0%
Oc1cccc2cc(-c3ccncc3)cnc12	?	?	/	/	/	?	/	/	2.8µM*
Cc1ccc(C=O)c([B-](F)(F)F)c1	-2%	-26%	6	3%	/	i	-7%	/	1%
Cc1nn(CCc2n[nH]c(=S)n2-c2cccc(Cl)c2)c(C)c1[N+](=O)[O-]	3%	4%	13	-1%	15%	i	-2%	-7%	-30%
COc1ccc(/C=C2\Oc3cc(OCC(=O)N4CCC[C@H]4C(=O)O)ccc3C2=O)c(OC)c1	0%	-3%	-4	0%	-3%	/	8%	1%	-16%
CCN(C(=O)CN1C(=O)NC2(CCCC2)C1=O)c1nc2c(C)cccc2s1	3%	/	-6	-17%	/	i	-1%	/	-33%
O=C(O)CCCN(Cc1cccc(Br)c1)S(=O)(=O)c1ccc(Br)cc1	8%	1%[11.3 µM]	10	2%	-1%	?	20%	-17%	-3%
Cc1ccccc1N1CCN(S(=O)(=O)c2ccc3oc(=O)ccc3c2)CC1	1%	-3%	0	-9%	14%	i	-1%	-3%	0%
Cc1ccc2nc(C)cc(N3CCOCC3)c2c1	-5%	-9%	10	0%	1%	i	-3%	0%	-4%
COc1ccc2c(c1OC)C(=O)N1C2SC(C)(C)[C@H]1C(=O)NCC(C)C (some centres not stated)	-2%	-13%	0	-2%	-10%	i	-2%	-1%	-20%
CN1CCN(CC#CC2(O)CCCCC2)CC1	0%	1%	0	0%	-8%	i	3%	-1%	0%
NCCS(=O)(=O)NC1CCCCC1	-1%	-14%	2	6%	4%	i	16%	-4%	-27%
Oc1c(N=NC(=S)Nc2ccccc2F)c2ccccc2n1Cc1ccc(Cl)cc1	?	/	-11	2%	13%	/	-15%	-33%[inhibitor]	-23%

Assay outcomes from PubChem.
